TrxR1 substrate – qHTS Assay for Substrates of Mammalian Selenoprotein Thioredoxin Reductase 1 (TrxR1): qHTS. Thioredoxin reductase 1, cytoplasmic (Rattus norvegicus), O89049. purified TrxR1 substrate turnover, NADPH consumption readout. Potency, µM (series often up to 114 µM), for inactives: top-dose activity change, negative = substrate turnover. 0.01% of 390,000 active; note: potency is the fitted concentration of half-maximal effect; % is set by controls: 0 for no effect and ±100 for the full control effect; nearly all actives have a fitted effect of over 50% in size
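Rat TrxR1, dispensed at 90 nM, was prereduced with 400 uM NADPH (final) for 5 min at ~22 deg C, then incubated with compound 15 min before 400 uM selenite. A first-read NADPH fluorescence drop versus no-compound background flagged substrates.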
RXFP1 agonist – qHTS Assay for Agonists of the Relaxin Receptor RXFP1; AID 2676, 2010; 0.3% of 370,000 active; Potency, µM (titrated, usually from 57.5 µM), for the others: top-dose activation, usual class: activators; HEK293T-RXFP1 cAMP TR-FRET, 30 min; response scale: percent of porcine relaxin response, buffer zero; Relaxin receptor 1 (Homo sapiens), Q9HBX9; note: potency is the fitted concentration of half-maximal effect; % is set by controls: 0 for no effect and ±100 for the full control effect; nearly all actives have a fitted effect of over 60% in size; many of its hits are not listed in these tables
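HEK293 cells stably expressing RXFP1, treated 30 min at 37C with compounds plus PDE4 inhibitor Ro 20174; cAMP measured by HTRF TR-FRET. Normalized to buffer and 29 nM porcine relaxin; EC50 by Hill fit.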
mIDH1 inhibitor – qHTS for Inhibitors of mutant isocitrate dehydrogenase 1 (IDH1): qHTS. Potency, µM (titrated, usually from 76.6 µM), for inactives: at the highest dose activity change, negative = inhibition, hits mostly inhibitors. 0.093% of 390,000 active. IDH1-R132H enzyme, NADPH consumption, diaphorase/resazurin fluorescence. Isocitrate dehydrogenase [NADP] cytoplasmic (Homo sapiens), O75874. AID 602179, 2012; note: potency is the fitted concentration of half-maximal effect; % is set by controls: 0 for no effect and ±100 for the full control effect; nearly all actives have a fitted effect of over 65% in size
Target sequence (O75874 whole entry R132H, stated change not applied): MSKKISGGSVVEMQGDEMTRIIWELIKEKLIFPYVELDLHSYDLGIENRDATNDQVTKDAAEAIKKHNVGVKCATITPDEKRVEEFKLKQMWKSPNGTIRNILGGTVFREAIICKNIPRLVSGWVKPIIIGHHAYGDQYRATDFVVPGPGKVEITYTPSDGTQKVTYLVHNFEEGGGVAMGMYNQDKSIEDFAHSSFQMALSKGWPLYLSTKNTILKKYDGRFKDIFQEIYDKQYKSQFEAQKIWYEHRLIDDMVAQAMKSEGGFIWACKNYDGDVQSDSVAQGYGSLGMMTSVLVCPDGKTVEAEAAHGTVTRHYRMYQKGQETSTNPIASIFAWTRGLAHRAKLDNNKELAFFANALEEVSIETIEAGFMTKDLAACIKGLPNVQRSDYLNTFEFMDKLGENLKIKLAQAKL
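IDH1-R132H (0.5 ug/mL dispensed) in pH 7.5 Tris buffer was preincubated 30 min with compound, then given a substrate mix of 0.016 mM NADPH and 2 mM alpha-KG for 80 min at room temperature; remaining NADPH was read by diaphorase/resazurin fluorescence.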
LDHA inh – qHTS assay for inhibitors of human lactate dehydrogenase. AID 1347041, 2019. L-lactate dehydrogenase A chain (Homo sapiens), P00338. purified LDHA, NADH/diaphorase-resazurin fluorescence; active compounds read low. activity change, % (values are at about 110 or 230 µM). 0.15% of 480,000 active; in the data active = activity change below about -30%; inconclusive = mostly about -25% to -30%;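 note: plate controls were DMSO wells for no effect and wells without enzyme for full effect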
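Resorufin fluorescence (ex540/em590), read at 0 and 20 min after diaphorase/resazurin addition, reports the NADH left after a 5 min room-temperature reaction of 2 nM human LDH5 with 0.06 mM NADH and 0.2 mM pyruvate.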
Vif-A3F inh – qHTS for Inhibitors of Vif-A3F Interactions: qHTS; HeLa A3F-eYFP + Vif (tagged APOBEC3F with the HIV-1 protein that degrades it), YFP fluorescence increase; 0.2% of 390,000 active; Potency, µM (doses to about 46.1 µM), for the others: at the top dose activity, negative = active; note: potency is the fitted concentration of half-maximal effect; % of control where 0% means no effect; nearly all actives have a fitted effect of over 65% in size
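Fluorescence increase (Ex 488/Em 500-530) after overnight compound treatment at 37 deg C flags inhibition of Vif-driven A3F-eYFP loss in stable HeLa A3F-eYFP/Vif cells seeded overnight beforehand.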
PI4K2A inh – qHTS for small molecular inhibitors of PI4K2A; AID 1346378, 2018; purified PI4K2A, ADP-Glo luminescence, 1 h; active compounds read low; activity change, negative = inhibition, % at 76.9 µM; Phosphatidylinositol 4-kinase type 2-alpha (Homo sapiens), Q9BTU6; 0.13% of 420,000 active; in the data active = activity change below about -50%; inconclusive = mostly about -30% to -49%;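 note: -100% = wells without enzyme as full effect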
Target sequence (Q9BTU6 whole entry, looked up): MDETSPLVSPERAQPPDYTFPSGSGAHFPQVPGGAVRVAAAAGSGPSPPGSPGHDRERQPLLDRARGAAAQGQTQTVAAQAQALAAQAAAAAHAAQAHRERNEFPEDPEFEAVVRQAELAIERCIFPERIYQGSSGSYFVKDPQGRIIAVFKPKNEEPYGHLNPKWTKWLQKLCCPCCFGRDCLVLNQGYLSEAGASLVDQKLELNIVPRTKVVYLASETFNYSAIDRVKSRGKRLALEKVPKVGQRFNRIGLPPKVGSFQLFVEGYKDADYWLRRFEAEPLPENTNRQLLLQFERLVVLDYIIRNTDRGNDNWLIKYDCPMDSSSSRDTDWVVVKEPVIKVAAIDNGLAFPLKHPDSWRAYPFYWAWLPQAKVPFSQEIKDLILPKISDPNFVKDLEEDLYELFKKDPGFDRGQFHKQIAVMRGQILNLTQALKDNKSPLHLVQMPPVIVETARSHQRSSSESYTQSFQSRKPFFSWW
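ADP-Glo luminescence measured ADP generated by PI4K2A enzyme (4 ug/mL before mixing) with 1.2 mM PI substrate (pre-mix) and 300 microM ATP (pre-mix). Tris pH7.5 buffer with MgCl2, Triton X-100; 1 h reaction at ambient temperature.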
Vif-A3G inh – qHTS for Inhibitors of Vif-A3G Interactions: qHTS; 0.076% of 410,000 active; Potency, µM (series often up to 46.1 µM), for the others: top-dose activity, negative = active, actives largely listed as inhibitors; HeLa A3G-eYFP + Vif (tagged APOBEC3G with the HIV-1 protein that degrades it), YFP fluorescence, overnight;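 note: potency is the fitted concentration of half-maximal effect; % is set by controls: 0 for no effect and ±100 for the full control effect; nearly all actives have a fitted effect of over 60% in size; hits raise eYFP signal because A3G escapes Vif-driven loss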
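HeLa cells stably expressing Vif and C-terminally eYFP-tagged A3G, seeded overnight at 37 deg C, then exposed to compound by pintool overnight at 37 deg C. Rise in yellow fluorescence (Ex 488/Em 500-530, Acumen) marks blocked Vif-driven A3G degradation.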
GRP78 ERSR act – qHTS for Inducers of the Endoplasmic Reticulum Stress Response (ERSR) in Human Glioma: qHTS | U87-MG GRP78 promoter luciferase reporter, 16 h | Potency, µM, for the others: at the top dose activation, hits mostly activators | 0.02% of 420,000 active | AID 602332, 2012; note: potency is the fitted concentration of half-maximal effect; series mostly up to about 76 µM; % of control where 0% means no effect; nearly all actives have a fitted effect of over 35% in size
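ERSR induction read as luciferase luminescence (Bright-Glo, 10 min at room temperature) in stably transfected human U87-MG glioma cells exposed to compounds for 16 h, using GRP78 as sensor.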
USP1-UAF1 inh – Inhibitors of USP1/UAF1: Primary Screen; AID 743255, 2014; Potency, µM (doses to about 57.1 µM), for inactives: at the highest dose activity change, negative = inhibition, usual class: inhibitors; Ubiquitin carboxyl-terminal hydrolase 1 (Homo sapiens), O94782; 0.23% of 390,000 active; recombinant USP1/UAF1, Ub-Rhodamine cleavage fluorescence; note: potency is the fitted concentration of half-maximal effect; % is set by controls: 0 for no effect and ±100 for the full control effect; nearly all actives have a fitted effect of over 60% in size; inactives centre near -12
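USP1/UAF1 complex at 1 nM was preincubated with compound for 15 min at room temperature, then Ub-Rho substrate (150nM final) was added. Fluorescence (480/540 nm) was read kinetically, 6 reads every 60 seconds.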
* hit, by the source's call; & = joins results of further samples; [ ] = remark or other dose. Unless noted, calls come from the whole dose curve; as a rule, active = well fitted curve in the direction sought with a large enough effect; inconclusive = small, poorly fitted or top-dose-only effect, or another doubt; inactive = no such curve, though single readings can be large; an effect the other way counts as inactive or inconclusive. Some of the compounds tested. The share of hits here may be higher or lower than overall.

C=CCN1C(=O)CSc2ccc(C(=O)NCCC3=CCCCC3)cc21 was read as TrxR1 substrate 4.1%, RXFP1 agonist -0.7%, mIDH1 inhibitor 1.4%, LDHA inh -6.5, Vif-A3F inh -7.8%, PI4K2A inh 5.4, Vif-A3G inh 0.4%, GRP78 ERSR act 3.4% and USP1-UAF1 inh -14.1%.
Screening CCN(CC)C(=O)c1ccc2c(c1)nnn2C returned TrxR1 substrate 1.1%, RXFP1 agonist 1.1%, mIDH1 inhibitor -0.4%, LDHA inh 1.5, Vif-A3F inh 1.9%, PI4K2A inh -1.5, Vif-A3G inh -3.0%, GRP78 ERSR act -5.9% and USP1-UAF1 inh -13.4%.
For COc1ccc(C2c3c(-c4ccccc4O)n[nH]c3C(=O)N2Cc2ccco2)cc1 (centres undefined) the results were TrxR1 substrate -5.4%&0.0%, RXFP1 agonist 1.1%&-1.4%, mIDH1 inhibitor inconclusive, LDHA inh 0.1&8.1, Vif-A3F inh 2.6%&-17.8%, PI4K2A inh -3.0&-2.6, Vif-A3G inh 1.7%&-9.5%, GRP78 ERSR act -3.2%&2.1% and USP1-UAF1 inh -19.9%&-11.0%.
Screening COc1ccc(S(=O)(=O)N2CCCCCC2)cc1C(=O)N(C)CC(=O)Nc1ccccc1C(F)(F)F returned TrxR1 substrate -0.8%, RXFP1 agonist 2.8%, mIDH1 inhibitor 2.2%, LDHA inh -6.0, Vif-A3F inh -0.5%, PI4K2A inh 4.3, Vif-A3G inh -8.6%, GRP78 ERSR act -0.8% and USP1-UAF1 inh -9.8%.
`CCOc1ccccc1N1CC(C(=O)Nc2ccccc2CC)CC1=O` (centres undefined) gave TrxR1 substrate 3.2%, RXFP1 agonist 2.3%, mIDH1 inhibitor -6.7%, LDHA inh -3.0, Vif-A3F inh 3.0%, PI4K2A inh 3.2, Vif-A3G inh 3.6%, GRP78 ERSR act -2.2% and USP1-UAF1 inh -21.1%.
Cc1ccc(NC(=O)C2CCCN(C(=O)Nc3ccc(F)cc3)C2)cc1 (centres undefined) was read as TrxR1 substrate -0.5%, RXFP1 agonist 2.2%, mIDH1 inhibitor 8.3%, LDHA inh 1.0, Vif-A3F inh 13.8%, PI4K2A inh 1.1, Vif-A3G inh -1.0%, GRP78 ERSR act -2.7% and USP1-UAF1 inh -1.0%.
Screening COc1ccc(CCN=C(NS(=O)(=O)c2ccc(Cl)cc2)c2ccccc2)cc1 returned TrxR1 substrate -3.4%, RXFP1 agonist -0.5%, mIDH1 inhibitor -4.9%, LDHA inh -2.1, Vif-A3F inh -27.6%, PI4K2A inh -0.7, Vif-A3G inh -2.8%, GRP78 ERSR act -3.0% and USP1-UAF1 inh -9.5%.
For CCOc1ccc(-c2c(C(=O)N/N=C/c3ccncc3)nnn2-c2nonc2N)cc1 the results were TrxR1 substrate 0.8%, RXFP1 agonist -0.2%, mIDH1 inhibitor -5.8%, LDHA inh -6.1, Vif-A3F inh 2.4%, PI4K2A inh -1.8, Vif-A3G inh -2.8%, GRP78 ERSR act -4.2% and USP1-UAF1 inh -13.1%.
COc1cc(CC(=O)OCC(=O)N2C(C)CCCC2C)cc(OC)c1OC (centres undefined) was read as TrxR1 substrate 5.1%, RXFP1 agonist -2.5%, mIDH1 inhibitor 13.9%, LDHA inh 0.4, Vif-A3F inh -3.9%, PI4K2A inh -3.9, Vif-A3G inh 5.8%, GRP78 ERSR act -0.2% and USP1-UAF1 inh -22.0%.
For O=C(NCc1ccc(Cl)cc1)c1noc2c1CCCC2 the results were TrxR1 substrate -3.8%, RXFP1 agonist -0.9%, mIDH1 inhibitor 0.6%, LDHA inh -3.0, Vif-A3F inh -1.6%, PI4K2A inh 1.3, Vif-A3G inh 1.4%, GRP78 ERSR act 4.7% and USP1-UAF1 inh -8.4%.
Screening CSc1nc2n(n1)C(C)C1=C(CCCC1=O)N2 (centres undefined) returned TrxR1 substrate 18.5%, RXFP1 agonist 1.2%, mIDH1 inhibitor 0.1%, LDHA inh -7.0, Vif-A3F inh 0.9%, PI4K2A inh -4.5, Vif-A3G inh -1.0%, GRP78 ERSR act 1.4% and USP1-UAF1 inh -21.8%.
For NC(=O)c1ccccc1NC(=O)c1cccc(C(=O)Nc2ccccc2C(N)=O)n1 the results were TrxR1 substrate -18.4%[11.4 µM], mIDH1 inhibitor 9.1%, LDHA inh -24.5, Vif-A3F inh -8.8%, PI4K2A inh 0.0, Vif-A3G inh -4.2%, GRP78 ERSR act -1.3% and USP1-UAF1 inh -7.5%.
Screening COCCN(C(=O)CN1CCCc2ccccc21)c1c(N)n(Cc2ccccc2)c(=O)[nH]c1=O returned TrxR1 substrate -5.1%, RXFP1 agonist 0.8%, mIDH1 inhibitor 10.1%, LDHA inh 2.6, Vif-A3F inh -8.2%, PI4K2A inh -7.1, Vif-A3G inh -8.6%, GRP78 ERSR act 0.7% and USP1-UAF1 inh 5.1%.
Screening COc1ccc2c(C)cc(SCC(=O)Nc3nsc(-c4ccccc4C)n3)nc2c1 returned TrxR1 substrate -0.1%, RXFP1 agonist 1.8%, mIDH1 inhibitor -5.8%, LDHA inh -3.0, Vif-A3F inh 1.1%, PI4K2A inh 4.8, Vif-A3G inh 6.5%, GRP78 ERSR act -5.2% and USP1-UAF1 inh -24.7%.
Cc1cccc(N2C(=O)N(Cc3cc(=O)n4ccccc4n3)c3ccccc3S2(=O)=O)c1 was read as TrxR1 substrate 1.7%[57.1 µM], RXFP1 agonist 3.7%, mIDH1 inhibitor 22.2%, LDHA inh 3.4, Vif-A3F inh 0.0%, PI4K2A inh 0.2, Vif-A3G inh -4.1%, GRP78 ERSR act -1.1% and USP1-UAF1 inh -21.7%.
For COCCNC(=O)CSc1nc2sccc2c(=O)n1-c1ccccc1 the results were TrxR1 substrate -3.7%, RXFP1 agonist 0.3%, mIDH1 inhibitor 1.7%, LDHA inh -12.4, Vif-A3F inh 1.9%, PI4K2A inh -4.2, Vif-A3G inh 0.2%, GRP78 ERSR act -1.3% and USP1-UAF1 inh 3.0%.
For COc1ccc(CSc2nc(C)cc(=O)[nH]2)cc1 the results were TrxR1 substrate 3.4%[57.1 µM], RXFP1 agonist 1.9%, mIDH1 inhibitor 0.5%, LDHA inh -1.5, Vif-A3F inh -9.3%, PI4K2A inh -6.6, Vif-A3G inh 0.8%, GRP78 ERSR act -2.6% and USP1-UAF1 inh -12.0%.
For O=C(O)c1cc2c(s1)CCCC2 the results were TrxR1 substrate 11.6%[57.1 µM], RXFP1 agonist 0.3%, mIDH1 inhibitor -1.8%, LDHA inh -5.3, Vif-A3F inh -0.3%, PI4K2A inh -2.1, Vif-A3G inh 0.1%, GRP78 ERSR act 1.3% and USP1-UAF1 inh 5.9%.
CCC1CCCCN1C(=O)Nc1cccc(NC(=O)N2CCCCC2CC)c1 (centres undefined) was read as TrxR1 substrate -6.0%[57.1 µM], RXFP1 agonist -0.4%, mIDH1 inhibitor 7.2%, LDHA inh 8.3, Vif-A3F inh -14.8%, PI4K2A inh 2.9, Vif-A3G inh -5.2%, GRP78 ERSR act inconclusive and USP1-UAF1 inh -14.5%.
COc1cc(NC(=S)N(C)C)c(OC)cc1Cl was read as TrxR1 substrate 6.9%, RXFP1 agonist 0.1%, mIDH1 inhibitor 2.3%, LDHA inh 9.8, Vif-A3F inh inconclusive, PI4K2A inh 6.9, Vif-A3G inh -7.3%, GRP78 ERSR act 2.3% and USP1-UAF1 inh -15.2%.
Screening CC(CNC(=O)c1ccc(-c2ccccc2)cc1)CN(C)C (centres undefined) returned TrxR1 substrate 0.0%, RXFP1 agonist 1.8%, mIDH1 inhibitor -0.9%, LDHA inh -6.7, Vif-A3F inh 1.4%, PI4K2A inh -2.5, Vif-A3G inh 0.7%, GRP78 ERSR act 0.1% and USP1-UAF1 inh -9.9%.
CCc1cc(=O)oc2c(C)c(O)c(CN(C)C)cc12 was read as RXFP1 agonist 12.0%, mIDH1 inhibitor 1.7%, LDHA inh -0.9, Vif-A3F inh -2.1%, PI4K2A inh -1.7, Vif-A3G inh -1.5%, GRP78 ERSR act -6.6% and USP1-UAF1 inh -12.9%.
For COc1ccc(CCNC(=O)CSc2nn(-c3ccccc3)c(=S)s2)cc1OC the results were TrxR1 substrate -6.3%, RXFP1 agonist -1.6%, mIDH1 inhibitor -0.4%, LDHA inh -8.7, Vif-A3F inh 3.5%, PI4K2A inh -4.8, Vif-A3G inh 2.5%, GRP78 ERSR act -3.2% and USP1-UAF1 inh -26.8%.
Screening COc1ccc(NC(c2nnc(-c3ccccc3)o2)c2ccccc2F)cc1Cl (centres undefined) returned TrxR1 substrate -6.7%, RXFP1 agonist 3.1%, mIDH1 inhibitor 5.9%, LDHA inh -4.9, Vif-A3F inh -0.9%, PI4K2A inh 3.2, Vif-A3G inh -2.6%, GRP78 ERSR act -1.5% and USP1-UAF1 inh inconclusive.

Assay outcomes: PubChem BioAssay, National Center for Advancing Translational Sciences (NCATS)
